FEN1 inh: qHTS Assay for the Inhibitors of Human Flap endonuclease 1 (FEN1) | P39748 | Recombinant FEN1 flap cleavage, fluorescence, 15 min | Potency, µM (doses to about 114 µM), for the others: at the highest dose activity change, negative = inhibition, most hits filed as inhibitors | hit rate 0.35% among 390,000; further: nearly all actives have a fitted effect of over 65% in size
Target sequence (P39748 whole entry, looked up): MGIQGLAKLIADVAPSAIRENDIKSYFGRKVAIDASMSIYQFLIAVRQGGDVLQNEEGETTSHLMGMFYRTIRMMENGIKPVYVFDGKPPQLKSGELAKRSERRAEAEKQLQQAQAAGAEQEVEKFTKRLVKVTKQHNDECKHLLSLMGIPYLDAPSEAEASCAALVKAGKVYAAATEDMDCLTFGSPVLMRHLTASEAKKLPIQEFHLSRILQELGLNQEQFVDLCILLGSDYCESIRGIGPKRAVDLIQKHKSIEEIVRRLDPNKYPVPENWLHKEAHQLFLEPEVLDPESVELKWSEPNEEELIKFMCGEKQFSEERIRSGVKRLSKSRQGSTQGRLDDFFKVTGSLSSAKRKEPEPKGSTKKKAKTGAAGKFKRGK
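Reaction started by adding substrate (50 nM final) to 10 nM enzyme after 15 min room-temperature compound preincubation. Reads at 0 and 15 min, with data normalized and fitted to a four-parameter Hill equation.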
DT40 TDP1 CPT: qHTS for Inhibitors of human tyrosyl-DNA phosphodiesterase 1 (TDP1): qHTS in cells in presence of CPT. chicken DT40 Tdp1-/-;hTDP1 cells + 20 nM CPT, ATP luminescence, 48 h. Potency, µM (highest dose often 46.2 µM), inactives show at the highest dose activity change, negative = growth inhibition, usual class: inhibitors. hit rate 12% among 420,000. AID 686979, 2013; further: nearly all actives have a fitted effect of over 55% in size
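Chicken DT40 Tdp1-/- cells complemented with human TDP1, 400 cells/well, exposed to compounds plus 20 nM camptothecin for at least 48 h at 37 C; viability read as ATP content by CellTiter-Glo luminescence.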
The depositor's hits bear a star; ? = inconclusive; / = not tested or not shown; [ ] = remark or other dose. The call rests on the fitted dose curve; in most records, active means well fitted curve in the direction sought with a large enough effect; inconclusive means small, poorly fitted or top-dose-only effect, or another doubt; inactive means no such curve, though single readings can be large; an effect the other way counts as inactive or inconclusive. On the % scale 0 is the no-effect control and ±100 the full control effect; potency means the concentration at half of the fitted maximal effect.

SMILES	FEN1 inh	DT40 TDP1 CPT
COc1ccc(SCCN2CCN(CCc3ccccc3)CCC2=O)cc1	4.7%	/
COC(=O)C1=C[C@@H](C(=O)OC)[C@@H]2C3=C(C(=O)C2(C)C)[C@H](C)n2c(=O)n(C)c(=O)n2[C@@H]3C1	-19.6%	/
CC(C)(C)OC(=O)NC(Cc1ccccc1)C(=O)NC1COC2CC(n3cc(F)c(=O)[nH]c3=O)OC12 (centres undefined)	10.8%	/
CC12CCC=CC1C(c1ccc(Br)cc1F)N(Cc1ccccc1)C2=O (centres undefined)	-8.6%	/
COc1ccc(-c2nc(N3CCN(S(=O)(=O)c4ccc(C)cc4)CC3)c3ccccc3n2)cc1	-18.6%	/
CCN(CC)CCC(c1cc(OC)c(OC)c(OC)c1)c1c(OC)cc(OC)c2c1OC(=O)CC2c1ccc(N(C)C)cc1 (centres undefined)	-21.2%	/
COc1ccccc1CNC(=O)C1(C)CCCCN1C (centres undefined)	/	?
COCCN(C(=O)COC(=O)C1CCCCC1)c1c(N)n(Cc2ccccc2)c(=O)[nH]c1=O	/	1.9%
CN(C)C(=O)c1ccc(SC(=S)NCc2ccccc2)cc1	/	5.8µM*
C#CCNC(=O)C[C@@H]1C[C@@]2(C(=O)OC)CCCCC=C2N(Cc2ccc3c(c2)OCO3)C1=O	/	-1.8%
O=C(NCc1ccccn1)[C@@H]1CCCN1C(=O)[C@@H]1CCCN1C(=O)c1c(F)cccc1F	/	10.3%
CO[C@H]1[C@H](NC(=O)c2ccsc2)c2ccccc2C12CCN(Cc1cc(Cl)ccc1O)CC2	/	-5.4%[9.04 µM]
CC1(C(=O)NS(=O)(=O)Cc2cccc(Cl)c2)CCN1C(=O)Cc1ccccc1 (centres undefined)	/	-21.3%
C=CCNc1nc(NCCOC)c2sc(-c3ccccc3)cc2n1	/	?
C=CCC[C@@H](CCCCC)OC(=O)/C=C/[C@@H](O)[C@H](O)C[C@@H](O)CC=C	/	?
COC(=O)[C@@H]1CCCN1C(=O)c1cc(NC(=O)c2ccccc2)cc2ncn(C3CCCC3)c12	/	-21.5%
CC(C)C[C@H]1CNC(=S)N1C[C@H]1CCCN1C[C@H](Cc1ccc(O)cc1)N1C[C@H](CC(C)C)N(CCc2ccccc2)C1=S	/	?
COc1ccc(NC(=O)c2sc(=O)n(Cc3ccc(SC)cc3)c2C)cc1OC	/	?
COCCCn1cc(CN2CC(N3CCN(C)CC3)CS2(=O)=O)nn1 (centres undefined)	/	-7.3%
COCCN(C(=O)CSc1nnc(-c2ccccc2F)o1)c1c(N)n(Cc2ccccc2)c(=O)[nH]c1=O	/	0.0%
Cc1cc(F)cc(-c2cc(C(=O)NCc3ccccn3)[nH]n2)c1	/	-6.0%
CCc1nc2ccc(C(=O)N3CCN(S(=O)(=O)CC)CC3)cn2c1N(CC)CCOC	/	-3.2%
O=C(NCC1CC1)NC(=O)c1ccccc1F	/	?
COCC(=O)Nc1cc(C(=O)NC2C3CC4CC2CC(O)(C4)C3)cc2nc(-c3ccccc3)n(C)c12 (centres undefined)	/	-1.0%
COc1ccccc1-c1cc2c(c(OC)c1)OCCN(CCC(C)c1ccc(C)o1)C2 (centres undefined)	/	-14.4%[9.04 µM]

Structural class: the entries above containing an NH in an aromatic ring (4)
SMILES	FEN1 inh	DT40 TDP1 CPT
CC(C)(C)OC(=O)NC(Cc1ccccc1)C(=O)NC1COC2CC(n3cc(F)c(=O)[nH]c3=O)OC12 (centres undefined)	10.8%	/
COCCN(C(=O)COC(=O)C1CCCCC1)c1c(N)n(Cc2ccccc2)c(=O)[nH]c1=O	/	1.9%
COCCN(C(=O)CSc1nnc(-c2ccccc2F)o1)c1c(N)n(Cc2ccccc2)c(=O)[nH]c1=O	/	0.0%
Cc1cc(F)cc(-c2cc(C(=O)NCc3ccccn3)[nH]n2)c1	/	-6.0%

Back to the main list with the three entries that preceded the break.
SMILES	FEN1 inh	DT40 TDP1 CPT
O=C(NCC1CC1)NC(=O)c1ccccc1F	/	?
COCC(=O)Nc1cc(C(=O)NC2C3CC4CC2CC(O)(C4)C3)cc2nc(-c3ccccc3)n(C)c12 (centres undefined)	/	-1.0%
COc1ccccc1-c1cc2c(c(OC)c1)OCCN(CCC(C)c1ccc(C)o1)C2 (centres undefined)	/	-14.4%[9.04 µM]
CC1(C(=O)NCCC(F)(F)F)Cc2c(-c3cccc(C(N)=O)c3)ccnc2O1 (centres undefined)	/	?
NC(=O)c1cccc(-c2ccnc3c2CC(C(=O)NCc2cccc(Cl)c2)O3)c1 (centres undefined)	/	16.4µM*
CC(C)(C)c1ccc(S(=O)(=O)NC(=O)C2(C)CCN2C(=O)CC2CCCC2)cc1 (centres undefined)	/	4.0%
COc1ccc(CN2C(=O)C(CC(=O)NCCN3CCOCC3)CC(C(=O)N3CCOCC3)=C2C)cc1 (centres undefined)	/	1.6%
CCOC(=O)C1CCCN(C(=O)c2ccc3sccc3c2)CC1 (centres undefined)	/	-24.6%
Cc1cc2nc(-c3ccc(Cl)cc3)c(CC(C)(C)C)n2c(C)c1Br	/	14.6µM*
CN1CCn2cnc(C(=O)NCC(=O)OC(C)(C)C)c2C1=O	/	-2.0%
CN1C(=O)c2ccccc2CC12c1ccccc1C(=O)N2C (centres undefined)	/	-0.6%
Cc1ccc(S(=O)(=O)N2CCC(C(=O)OCC(=O)N3C(C)CCCC3C)CC2)cc1C (centres undefined)	/	-26.2%
COc1ccc(C(C)(O)c2nc(-c3ccc(C)c(C)c3)cs2)cc1 (centres undefined)	/	?
Cc1ccc(C)c(NC(=O)C2(C)CCN2C(=O)C(C)C)c1 (centres undefined)	/	-12.4%
Cc1ccc(S(=O)(=O)N2[C@@H](Cc3ccccc3)CO[C@H]2CC(=O)OCc2ccccc2)cc1	/	?
O=C(OCc1ccccc1)N1CCCC2CC1c1ccccc12 (centres undefined)	/	-29.6%
CN1CCN(c2ncnc3c2ncn3[C@H]2CN(Cc3ccccc3)C[C@@H](CO)O2)CC1	/	?
C[C@H](CO)N1C[C@H](C)[C@@H](CN(C)C(=O)Cc2ccccc2)OCCCC[C@H](C)Oc2ccc(NC(=O)NC3CCCCC3)cc2C1=O	/	?
CCCCCC(=O)N1C[C@H](n2cc(COC(=O)c3ccccc3)nn2)[C@@H](O)C[C@@H]1c1ccc(OC)cc1	/	20.6µM*
CCCCCCN1CCN(C2CN(Cc3cn(CCCC(=O)OC)nn3)S(=O)(=O)C2)CC1 (centres undefined)	/	-5.5%
COC(=O)[C@@H]1CCCN1C(=O)c1cc(NC(=O)C2CCC2)c2c(c1)nc(-c1ccncc1)n2C	/	-20.7%
COc1ccc(-c2csc(C(C)(O)c3ccc(F)c(F)c3)n2)cc1 (centres undefined)	/	?
COCCNC(=O)C1CCCN(C(=O)c2cc(-c3cccs3)oc2C)CC1 (centres undefined)	/	-7.0%
Cc1cc(C)c2c(=O)n3c(nc2c1)C(Cc1ccccc1)NC(=O)c1cccnc1-3 (centres undefined)	/	?
O=C(NCc1ccc(F)cc1)c1cc(C2CCCCN2S(=O)(=O)Cc2ccccc2)on1 (centres undefined)	/	?
COc1ccc(Br)cc1C=NNS(=O)(=O)c1ccc(C)cc1	/	?
O=C(Nc1ccccc1)c1cc(C2CCCCN2C(=O)CCc2ccccc2)on1 (centres undefined)	/	?
Cc1cc(C)cc(CC(=O)N2CCC2(C)C(=O)NS(=O)(=O)c2cccc(OC(F)F)c2)c1 (centres undefined)	/	17.6%

Remaining list, next part
SMILES	FEN1 inh	DT40 TDP1 CPT
OC[C@H]1O[C@@H](c2nc(-c3nc(-c4ccc(F)cc4)no3)cs2)[C@H](O)[C@@H]1O	/	?
C[C@@H]1Cn2cnc(C(=O)N[C@@H](C)C(=O)OC(C)(C)C)c2C(=O)N1	/	-0.6%
CCNC(=O)C1(C)CCCN(Cc2ccc3ccccc3c2Br)C1 (centres undefined)	/	?
CCCN(C)C[C@@H]1OCCCC[C@@H](C)Oc2ccc(NC(=O)c3ccccc3)cc2C(=O)N([C@H](C)CO)C[C@@H]1C	/	?
OC(c1ccccc1)(c1nc(-c2ccccc2)cs1)C(F)(F)F (centres undefined)	/	18.4µM*
N[C@@H](C(=O)N[C@@H]1C(=O)N2C(C(=O)O)=C(Cl)CC[C@H]12)c1ccccc1	/	-0.6%
COc1ccccc1C(=O)N1CCOc2ccc(CN3CCN(Cc4ccccn4)CC3)cc2C1	/	2.2%[9.04 µM]
CCOC(=O)[C@]12CCC=C1N(Cc1ccc3c(c1)OCO3)C(=O)[C@H](CC(=O)NCc1ccccc1)C2	/	?
CCCNC(=O)C1(C)CCN(C(=O)c2cccc(Cl)c2)C1 (centres undefined)	/	2.2%
COC1=CC(=O)OC(c2cccc(C#N)c2)C1 (centres undefined)	/	-4.3%
COc1ccccc1CNC(=O)C1(C)CCN1C(=O)C1(c2ccccc2)CC1 (centres undefined)	/	16.4µM*
CCC1CN(CCNC(=O)C2CCCCN2C)Cc2cc(OC)ccc2O1 (centres undefined)	/	3.9%[9.04 µM]
COc1cc(=O)n2c(c1C(=O)NCc1ccco1)CCN(Cc1ccc3nsnc3c1)CC2	/	-8.8%
CC(=O)SCC(CC(=O)c1ccc(C)cc1)C(=O)O (centres undefined)	/	8.3%
Cc1ccc(F)cc1C(=O)N1CCCC(c2cc(C(=O)Nc3ccccc3)no2)C1 (centres undefined)	/	?
CSc1nccc(-c2cc(Cl)c3c(c2)CC(CNC(=O)c2ccc(C)nc2)O3)n1 (centres undefined)	/	-6.2%
COc1cc(=O)n2c(c1C(=O)NCc1ccsc1)CCN(Cc1nc3ccccc3[nH]1)CC2	/	-9.7%
FC(F)(F)c1ccc(-c2cccc3c2C2CC3CCN2C(=S)NCCc2ccccc2)cc1 (centres undefined)	/	?
O=C(NCc1ccccn1)c1cnn(-c2nccc(-c3ccccc3F)n2)c1C1CC1	/	-7.0%[9.04 µM]
CCc1cccc(C)c1NC(=O)COC(=O)Cc1ccccc1	/	-4.3%
COc1ccc(CCN(C)Cc2cc(-c3cncnc3)ccc2O)cc1OC	/	0.4%[9.04 µM]
O=C(C(O)c1ccccc1)N1CCN(S(=O)(=O)c2ccc(OC(F)(F)F)cc2)CC1 (centres undefined)	/	-5.6%
COCCC(=O)N1CCOCC1c1cc(C(=O)Nc2ccccc2)no1 (centres undefined)	/	-1.3%
CCn1cc(/C=C(\NC(=O)c2ccccc2OC)C(=O)NCCN2CCOCC2)c2ccccc21	/	?
COc1cc2c(c(OC)c1OC)-c1ccc(NCc3ccccc3)c(=O)cc1C(NC(C)=O)CC2 (centres undefined)	/	0.92µM*

Full records as entered above. Values in the order: FEN1 inh	DT40 TDP1 CPT
CCCNC(=O)C1(C)CCN(C(=O)c2cccc(Cl)c2)C1 (centres undefined) is entered as /	2.2%
COc1cc2c(c(OC)c1OC)-c1ccc(NCc3ccccc3)c(=O)cc1C(NC(C)=O)CC2 (centres undefined) is entered as /	0.92µM*

Other compounds.
SMILES	FEN1 inh	DT40 TDP1 CPT
CN(Cc1ccccn1)C(=O)c1cc(COc2ccc(F)cc2Cl)on1	/	?
Cc1cc(C(=O)N2CCOc3ccc(CN4CCC(Oc5cccnc5)CC4)cc3C2)c(C)o1	/	-2.4%[9.04 µM]
O=C1c2ccccc2C(=O)c2c(O)ccc(O)c21	/	-5.7%[9.04 µM]
COc1ccc(-c2ccc(C(=O)NCc3ccccc3)c3occc23)c(C)c1	/	23.1µM*
CCOC(=O)C1CCCN(C(=O)c2ccccc2)CC1 (centres undefined)	/	-5.0%
CCCCc1c(-c2ccccc2OC)ncn1CCc1cccc(Cl)c1	/	16.4µM*
COc1ccc([N+](=O)[O-])cc1N(CC(O)CN1C(=O)NC(C)(C)C1=O)S(=O)(=O)c1ccc(C)cc1 (centres undefined)	/	-11.4%
Nc1nc2ccccc2cc1C(=O)NCCCCc1ccccc1	/	2.06µM*
CCCCNC(=O)C1(C)CCN1C(=O)c1sccc1C (centres undefined)	/	-21.0%
CSc1ccc(CN2CCC(C)(Oc3ccc(C(C)=O)cc3)C2)cc1 (centres undefined)	/	?
CC(=O)NC(c1ccccc1)c1nc(-c2ccc3ccccc3c2)cs1 (centres undefined)	/	16.4µM*
COc1ccccc1-c1cc2nc(NCc3cccc(Cl)c3)ccn2n1	/	?
NC(COCc1ccccc1)c1csc(Nc2nncc3ccccc23)n1 (centres undefined)	/	?
CC1(C(=O)NS(=O)(=O)c2cccc(OC(F)F)c2)CCN1C(=O)CC1CCCC1 (centres undefined)	/	-18.9%
CCCCNC(=O)C[C@@H]1C[C@@]2(C(=O)OC)CC(C)(C)CC=C2N(Cc2ccccc2)C1=O	/	?
CCOC(=O)C1CCCN(C(=O)c2cc(F)ccc2C)CC1 (centres undefined)	/	9.7%
CCC(=O)N1CCC(C)(C(=O)Nc2ccc3c(c2)OCCO3)C1 (centres undefined)	/	-6.0%
Clc1cccc(Cc2c(C3CCCCC3)nc3c4ccccc4ccn23)c1	/	?
CC(C)CN(C[C@@H](OP(=O)(O)O)[C@H](Cc1ccccc1)NC(=O)O[C@H]1CCOC1)S(=O)(=O)c1ccc(N)cc1	/	9.5%
O=C(CCCN1C(=O)c2cccc3cccc(c23)C1=O)OCC(=O)N1CCCCC1	/	-15.9%
CNC(=O)C1CN(C(=O)c2nn(Cc3ccccc3)c(=O)c3ccccc23)c2ccccc2O1 (centres undefined)	/	?
Cc1oc(-c2ccccc2)nc1C(=O)OCC(=O)NCc1ccc(F)cc1	/	-19.1%
COC(=O)/C=C1\OCc2cc(OC)c(OCc3ccccc3)cc21	/	?

A portion of the library; count on the stated rates, not on these rows.
